HT1080 IDH1KD tx = kills HT-1080 cells with IDH1 knockdown. HT-1080 IDH1 knockdown viability, ATP luminescence, 48 h. Potency, µM (titrated, usually from 46.1 µM), for inactives: at the top dose activity, negative = toxicity, usual class: cytotoxic. 2% of 360,000 active;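 also: potency is read from the fitted curve at half-maximal effect; 0% = DMSO wells and -100% = cell-free medium wells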
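Using the IDH1-knockdown HT-1080 line run in the same batch and compound series as the NT line, viability after 48 h at 37 °C was determined by CellTiter-Glo luminescence and expressed as % activity.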
HT1080NT lethal = kills 2HG-producing HT-1080-NT fibrosarcoma cells. 1.6% of 360,000 active. AID 686970. HT-1080-NT fibrosarcoma viability, CellTiter-Glo ATP luminescence, 48 h. Potency, µM (highest dose often 46.1 µM), for inactives: top-dose activity, negative = less viability, actives largely listed as cytotoxic;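 also: NT is the 2HG producing partner of a matched IDH1 knockdown line; potency is read from the fitted curve at half-maximal effect; 0% = DMSO-treated cells and -100% = media-only wells without cells; nearly all actives have a fitted effect of over 55% in size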
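Compounds were tested in concentration-response format on HT-1080-NT cells for 48 hours at 37 degrees C. Cell viability came from CellTiter-Glo luminescence; curves were classified by r2, response magnitude and activity.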
IL-1B inflam inh = blocks inflammasome-driven IL-1 beta release. AID 743279. 4.7% of 360,000 active. THP-1 LPS/ATP IL-1B secretion, AlphaLISA, 16 h; active compounds read low. activity change, % at 57.5 µM; in the data active = activity change below about -50%; inconclusive = mostly about -30% to -49%; also: % is scaled to controls: 0 for no effect and ±100 for the full control effect
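THP-1 cells pretreated 1 hr with compounds (up to 57.5 uM final), then stimulated with LPS (250 ng/mL final) plus ATP (1.25 mM final); secreted IL-1B measured by AlphaLISA after 16 hr, decreased signal indicating inhibition.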
KB-3-1 cytotox = kills parental KB-3-1 adenocarcinoma cells; 1.4% of 400,000 active; KB-3-1 viability, CellTiter-Glo ATP luminescence, 72 h; AID 1347075; Potency, µM (highest dose often 46.1 µM), for the others: at the highest dose activity change, negative = cytotoxic, actives largely listed as cytotoxic; also: potency is read from the fitted curve at half-maximal effect; % is scaled to controls: 0 for no effect and ±100 for the full control effect; nearly all actives have a fitted effect of over 60% in size
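Cytotoxicity measured as CellTiter-Glo luminescence after 72 h at 37 C. Compound titrations were pinned onto drug-naive KB-3-1 parental adenocarcinoma cells grown in DMEM with 10% FBS, and normalized data fitted to concentration-response curves.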
GLP1R cytotox = cytotoxicity in counter-screen for GLP-1R inverse agonists. HEK293 cAMP-luciferase reporter cells, luminescence, 24 h. Potency, µM (doses to about 38.3 µM), without a hit: top-dose activity change, negative = inhibition, most hits filed as inhibitors. 0.13% of 410,000 active. AID 624418;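 also: loss of luciferase light is scored as toxicity; potency is read from the fitted curve at half-maximal effect; % is scaled to controls: 0 for no effect and ±100 for the full control effect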
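Seeding density was 200 cells/uL; after overnight-length (12 h) culture, 23 nL compounds went on for 24 h at 37 °C. Readout used a luciferase detection reagent, luminescence taken after 12 min at room temperature.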
MCF10A rerep = inducers of DNA re-replication in MCF 10A breast cells; 2.9% of 350,000 active; AID 624296; MCF 10A DNA re-replication, Hoechst nuclear intensity, 48 h; Potency, µM (series often up to 46.1 µM), for the others: top-dose activity, positive = re-replication, hits mostly activators; also: potency is read from the fitted curve at half-maximal effect; % of control where 0% means no effect; nearly all actives have a fitted effect of over 50% in size
DRD3 agonist = agonists of human D3 dopamine receptor | D3R DiscoveRx beta-arrestin cells, luminescence, 90 min | max activation, % | 0.58% of 410,000 active | AID 652048; in the data active = max activation above about 30%; also: 0% is about no effect; mostly tested at two doses, the higher about 12 µM
Target sequence (P35462 whole entry, looked up): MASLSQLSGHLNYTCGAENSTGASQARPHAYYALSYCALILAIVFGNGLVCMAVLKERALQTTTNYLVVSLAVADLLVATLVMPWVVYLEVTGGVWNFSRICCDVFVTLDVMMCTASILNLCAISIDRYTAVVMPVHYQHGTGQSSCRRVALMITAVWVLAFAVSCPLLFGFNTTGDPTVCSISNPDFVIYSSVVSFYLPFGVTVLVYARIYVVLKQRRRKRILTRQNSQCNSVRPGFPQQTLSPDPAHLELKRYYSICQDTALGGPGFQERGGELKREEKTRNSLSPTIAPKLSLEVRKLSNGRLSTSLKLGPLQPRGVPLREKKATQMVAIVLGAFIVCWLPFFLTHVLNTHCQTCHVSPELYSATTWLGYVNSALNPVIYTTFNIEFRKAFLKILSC
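Agonist-mode cell screen: cells plated at 1500/well and incubated overnight at 37 °C, then exposed to library compounds for 90 min at 37 °C. Detection reagent was added for 30–60 min at room temperature, and luminescence was read.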
KB-V1 cytotox = kills drug-selected multidrug resistant KB-V1 cells; KB-V1 MDR cells viability, CellTiter-Glo, 72 h; Potency, µM (highest dose often 46.1 µM), inactives show at the highest dose activity change, negative = cytotoxicity, actives largely listed as cytotoxic; 3.4% of 400,000 active; AID 1347076; also: potency is read from the fitted curve at half-maximal effect; % is scaled to controls: 0 for no effect and ±100 for the full control effect; nearly all actives have a fitted effect of over 60% in size
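KB-V1, DMEM (no phenol red) + 10% FBS; cpd pin-transferred, titration series; 72 h, 37 degrees C; CellTiter-Glo, luminescence. Data normalized, curve-fit.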
SW480 rerep = induces DNA re-replication in SW480 colon adenocarcinoma cells | SW480 DNA re-replication, Hoechst DNA content imaging, 48 h | Potency, µM (series often up to 46.1 µM), without a hit: at the top dose re-replication activation, most hits filed as activators | 1.8% of 340,000 active; also: potency is read from the fitted curve at half-maximal effect; % of control where 0% means no effect; nearly all actives have a fitted effect of over 55% in size
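Compounds, transferred as 23 nL by pin tool, were incubated with cells for 48 hr; DNA content per nucleus was then quantified by Hoechst staining and fluorescence plate imaging.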
* hit, by the source's call; i = inactive; ? = inconclusive; nt = not tested or not shown; & = joins results of further samples; ! = repeats disagree; [ ] = another dose, or the depositor's remark. Unless noted, calls follow the shape of the dose curve; as a rule, active = well fitted curve in the direction sought with a large enough effect; inconclusive = small, poorly fitted or top-dose-only effect, or another doubt; inactive = no such curve, though single readings can be large; an effect the other way counts as inactive or inconclusive. Compounds were not picked by outcome; about 11% have a hit in one of these screens.

#1 CCOC(=O)C1=CCC(c2ccccc2)N(S(=O)(=O)c2ccccc2[N+](=O)[O-])C1 (configuration not stated)
#2 Cc1nn(C)c(C(=O)N2CCN(C(=O)c3ccco3)CC2)c1Br
#3 CN1CCN(C(=O)CCN2C(=O)/C(=C/c3ccc(F)cc3)SC2=S)CC1
#4 CCN(CC)P(=O)(Nc1cccc(C(F)(F)F)c1)c1ccc(N(C)C)cc1NC(=O)c1ccco1 (configuration not stated)
#5 O=S1(=O)CC(N2CCC(c3ccccc3)CC2)CN1Cc1ccccc1 (configuration not stated)
#6 CCc1cc(C(=O)NCc2ccc(F)cc2)no1
#7 Nc1nn(S(=O)(=O)c2ccccc2)cc1-c1ccc([N+](=O)[O-])cc1
#8 Cc1ccc(-n2nnnc2SCC(=O)NNC(=O)c2ccc([N+](=O)[O-])cc2)cc1
#9 Cc1ccc(C)c(S(=O)(=O)NNC(=O)c2sc(NS(=O)(=O)c3ccccc3)nc2C)c1
#10 O=C(C[C@@H]1CC[C@@H]2[C@H](COC[C@@H](O)CN2Cc2cc(F)ccc2F)O1)NCc1ccc(F)cc1

Screen / compound no.	1	2	3	4	5	6	7	8	9	10
HT1080 IDH1KD tx	0.4%	5.0%	-10.3%	-17.2%	1.6%	nt	-0.7%	-16.0%	-1.7%	7.6%
HT1080NT lethal	-0.8%	8.0%	-6.9%	-6.8%	-3.3%	nt	6.4%	-2.8%	-0.9%	1.6%
IL-1B inflam inh	-23.7	18.0	-102.0*	?	-0.8	nt	14.0	-5.5	22.5	-4.8
KB-3-1 cytotox	-0.3%	3.4%	20.6µM*	-16.9%	0.1%	16.9%	?	0.9%	0.8%	-25.5%
GLP1R cytotox	2.5%	-10.5%	?	-8.4%	7.9%	4.8%	-3.5%	1.8%	5.9%	1.1%
MCF10A rerep	nt	-67.1%[inhibitor]	?	0.82µM*	nt	nt	18.6%	17.1%	6.9%	nt
DRD3 agonist	-0.7	-2.1	-7.9	-11.8	8.8	-0.7	3.1	-3.8	5.5	3.1
KB-V1 cytotox	-0.8%	?	-25.0%	-16.4%	7.0%	3.3%	-49.0%	11.8%	-1.9%	?
SW480 rerep	nt	-66.0%[inhibitor]	-1.6%	-0.6%	nt	nt	4.3%	-41.1%[inhibitor]	-9.1%	nt

#11 Nc1nnnn1/N=C/c1ccco1
#12 CCCCc1nn(-c2cc(Cl)ccc2OC)c2c1C(=O)CCC2
#13 CCOc1cc2sc(N3CCC(C(=O)Nc4ccccc4Cl)CC3)nc2cc1Br
#14 COC(=O)CSc1nnc(-c2ccco2)n1-c1ccc(C)cc1
#15 O=C(NCc1ccccc1Br)c1ccc2c(c1)nc1n2CCOC1
#16 CSc1ccc(S(=O)(=O)NC2CCCCCC2)cc1
#17 Cc1ccsc1C(C(=O)NC(C)(C)C)N(C(=O)c1csnn1)c1ccccc1 (configuration not stated)
#18 O=C(CNS(=O)(=O)c1ccccc1)OCC(=O)c1ccc([N+](=O)[O-])cc1
#19 CCS(=O)(=O)N1CCN(c2nc(-c3ccccc3)cs2)CC1
#20 O=C(NNS(=O)(=O)c1cccc(Cl)c1Cl)c1cccc(S(=O)(=O)N2CCOCC2)c1

Screen / compound no.	11	12	13	14	15	16	17	18	19	20
HT1080 IDH1KD tx	10.4%	-5.9%	nt	3.6%	nt	6.2%	8.3%	-3.9%	-2.7%	12.9%
HT1080NT lethal	9.0%	6.5%	nt	-3.2%	nt	0.0%	4.8%	-4.5%	-3.1%	-0.7%
IL-1B inflam inh	-6.1	-17.6	nt	25.1	nt	-0.3	8.3	0.0	0.0	6.1
KB-3-1 cytotox	8.1%	-0.9%	4.1%	9.9%	20.1%	-3.1%	3.8%	2.1%	-9.1%	5.5%
GLP1R cytotox	2.1%	1.7%	-4.1%	-22.1%	-2.3%	-14.1%	-11.6%	68.4%[activator]	-2.0%	-8.1%
MCF10A rerep	-182.2%[0.0737 µM]	2.6%	nt	-1.3%	nt	9.2µM*	-4.1%	?	-6.6%	-7.0%
DRD3 agonist	-1.6	-1.4	8.8	0.3	8.9	-5.1	-3.6	-2.5	-0.8	6.5
KB-V1 cytotox	?	1.0%	-6.6%	6.8%	?	?	12.0%	-8.9%	?	?
SW480 rerep	4.9%	-0.2%	nt	-7.4%	nt	-3.5%	0.5%	-0.8%	4.4%	-4.2%

#21 CCOC(=O)c1[nH]c2ccccc2c1NC(=O)C(C)(C)C
#22 O=C(Cc1nc2ccccc2[nH]c1=O)c1ccccc1
#23 CN(C1CCCCC1)S(=O)(=O)CCNC(=O)c1ccccc1
#24 CCn1c2ccccc2c2nnc(SCC(=O)NC(CC(C)C)C(=O)OC)nc21 (configuration not stated)
#25 O=C(CNC(=O)c1cccs1)NCC(=O)OCc1ccccc1Cl
#26 CCOC(=O)N1CCN(c2nc3ccc(C)cc3n3cnnc23)CC1
#27 COc1ccc(CCNC(=O)C(=O)NCC2OCCCN2S(=O)(=O)c2cc(C)ccc2C)cc1 (configuration not stated)
#28 NS(=O)(=O)c1ccc(NC(=O)c2ccc(S(=O)(=O)N3CCOCC3)o2)cc1
#29 CCCCCc1ccc(OCCOCCn2c[n+](C)c3ccccc32)c(CCCCC)c1
#30 Cc1cccc(C)c1Nc1nnc(SCc2cc([N+](=O)[O-])cc3c2OCOC3)s1

Screen / compound no.	21	22	23	24	25	26	27	28	29	30
HT1080 IDH1KD tx	13.3%	-4.0%	5.6%	-0.6%	7.4%	0.4%	9.5%	3.2%	?	?
HT1080NT lethal	14.1%	-3.9%	-0.6%	-0.2%	14.8%	1.8%	-2.7%	0.1%	?	?
IL-1B inflam inh	27.8	-71.7*	3.7	-2.0	-14.4	-9.7	i	4.5	-94.1*	-0.5
KB-3-1 cytotox	17.3%	?	10.6%	1.1%	-5.3%	20.3%	3.8%	3.3%	18.4µM*	?
GLP1R cytotox	-31.9%	11.2%	6.0%	6.0%	10.8%	-16.3%	-14.8%	-3.0%	?	-2.3%
MCF10A rerep	6.0%	20.6µM*	1.3%	0.8%	1.9%	-19.8%	-3.3%	-3.0%	?	-1.6%
DRD3 agonist	10.3	0.5	-6.1	-8.2	-5.6	-4.8	5.1	1.8	-0.8	16.6
KB-V1 cytotox	-16.1%	-26.6%	1.3%	5.17µM*	1.2%	6.2%	?	19.1%	14.9%	-22.3%
SW480 rerep	-1.0%	28.7%	-1.6%	0.1%	-15.9%	-3.7%	-0.1%	-7.6%	?	?

Sorted by number of heavy atoms (low to high): some entries from above
#23 CN(C1CCCCC1)S(=O)(=O)CCNC(=O)c1ccccc1
#18 O=C(CNS(=O)(=O)c1ccccc1)OCC(=O)c1ccc([N+](=O)[O-])cc1
#27 COc1ccc(CCNC(=O)C(=O)NCC2OCCCN2S(=O)(=O)c2cc(C)ccc2C)cc1 (configuration not stated)

Screen / compound no.	23	18	27
HT1080 IDH1KD tx	5.6%	-3.9%	9.5%
HT1080NT lethal	-0.6%	-4.5%	-2.7%
IL-1B inflam inh	3.7	0.0	i
KB-3-1 cytotox	10.6%	2.1%	3.8%
GLP1R cytotox	6.0%	68.4%[activator]	-14.8%
MCF10A rerep	1.3%	?	-3.3%
DRD3 agonist	-6.1	-2.5	5.1
KB-V1 cytotox	1.3%	-8.9%	?
SW480 rerep	-1.6%	-0.8%	-0.1%

Further compounds.
#31 O=c1cc(C=NNc2ccc([N+](=O)[O-])cc2)[nH]c(=O)[nH]1
#32 CSc1ccccc1NC(=O)c1cnc2n(c1=O)CCS2
#33 CC(C)Nc1nc(NC(C)C)nc(N(C)C(N)=O)n1
#34 CCCCS/C(N)=N/N=C/c1cc(C)ccc1O
#35 Cc1cccc(CC(=O)Nc2ccc(C(=O)N3CCCCC3)cc2)c1
#36 C[C@](N)(Cc1ccc(O)c(O)c1)C(=O)O
#37 COC(=O)C1=C(C)N(C)C(=O)NC1c1cc2c(cc1[N+](=O)[O-])OCO2 (configuration not stated)
#38 CCCCc1cc(=O)oc2cc(C)cc(OCC(=O)NC(Cc3ccc(Cl)cc3)C(=O)O)c12 (configuration not stated)
#39 CCC(=O)NC(=S)Nc1ccc(-c2nc3ccc(C)cc3s2)cc1
#40 O=C(Nc1cccc(-c2ccc(F)cc2)c1)C1CCCN(Cc2cccnc2)C1 (configuration not stated)
#41 CCOc1ccc(NC(=O)c2ccc(CSc3nnc(C)s3)cc2)cc1
#42 O=C(CSc1nnc(-c2cc3ccccc3cc2O)n1Cc1ccco1)N1CCc2ccccc2C1

Screen / compound no.	31	32	33	34	35	36	37	38	39	40	41	42
HT1080 IDH1KD tx	-1.0%	10.1%	-18.5%	?	-2.8%	-1.1%	2.9%	7.9%	13.3%	18.4µM*	-3.3%	?
HT1080NT lethal	?	18.2%	-16.7%	?	-4.5%	-27.8%	-2.6%	-0.7%	27.8%	?	-2.8%	?
IL-1B inflam inh	-27.6	-6.9	13.1	-28.8	2.9	13.5	-10.9	43.9	-4.7	?	0.0	-70.9*
KB-3-1 cytotox	-6.2%	-2.1%	15.8%	?	-9.0%	0.0%&-3.1%	-16.9%	0.0%	?	-15.1%	2.9%	2.5%
GLP1R cytotox	?	-18.1%	-13.6%	-13.7%	-10.1%	0.3%	4.6%	0.9%	3.8%	-17.7%	16.3%	-10.8%
MCF10A rerep	-5.3%	7.4%	-1.5%	19.9%	-0.1%	-53.9%&-7.7%[inhibitor]	-35.5%[inhibitor]	5.1%	-4.0%	?	-7.5%	0.6%
DRD3 agonist	-6.6	2.6	5.9	-11.4	2.2	-5.4&1.6	-2.0	5.6	-6.1	-10.7	1.7	-1.7
KB-V1 cytotox	0.0%	-20.3%	9.5%	0.0%	?	11.5%&-10.9%	-18.3%	4.7%	5.7%	?	?	-1.4%
SW480 rerep	-1.8%	-18.3%	0.2%	-3.8%[9.22 µM]	-0.1%	2.82µM*!	13.3%	-58.7%[inhibitor]	-1.3%	3.1%	-1.6%	12.7%

Bioassay records as filed in PubChem.
